Screening data from PubChem BioAssay.
Sm TGR block: inhibitors of Schistosoma mansoni thioredoxin glutathione reductase; Q962Y6; purified TGR, DTNB reduction, TNB absorbance 405 nm; Potency, µM (top dose mostly 114 µM), for inactives: top-dose activity change, negative = inhibition, usual class: inhibitors; 3% of 360,000 active; further: potency means the concentration at half of the fitted maximal effect; nearly all actives have a fitted effect of over 60% in size
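First, TGR (20 nM dispensed) and NADPH were mixed with compound. Second, a 15 min room-temperature incubation followed. Third, further NADPH and then DTNB were added to start the reaction. Finally, TNB absorbance was monitored kinetically.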
AmpC no deterg: AmpC beta-lactamase inhibition without detergent | AmpC nitrocefin hydrolysis, absorbance 480 nm, 0.0001% Triton | Potency, µM (doses to about 57.1 µM), for inactives: top-dose activity change, negative = inhibition, usual class: inhibitors | 0.52% of 330,000 active | AID 485341;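 further: potency means the concentration at half of the fitted maximal effect; plate controls were no compound for no effect and no enzyme for full effect; nearly all actives have a fitted effect of over 20% in size; some results filed as inactive show a strong effect at the top dose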
Target sequence (P00811 whole entry, looked up): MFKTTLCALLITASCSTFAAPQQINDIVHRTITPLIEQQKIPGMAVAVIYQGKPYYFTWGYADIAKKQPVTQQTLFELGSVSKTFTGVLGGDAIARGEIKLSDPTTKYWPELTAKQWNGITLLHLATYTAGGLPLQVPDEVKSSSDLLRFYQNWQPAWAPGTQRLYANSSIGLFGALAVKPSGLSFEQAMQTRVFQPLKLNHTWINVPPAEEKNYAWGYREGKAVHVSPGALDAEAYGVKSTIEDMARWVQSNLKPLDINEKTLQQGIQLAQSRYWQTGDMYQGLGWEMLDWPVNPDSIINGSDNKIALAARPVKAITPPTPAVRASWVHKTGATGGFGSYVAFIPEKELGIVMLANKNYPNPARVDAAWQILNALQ
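20 mM phosphate pH 7.0 + 0.01% (detergent screen) or 0.0001% Triton X-100; 5.3 nM AmpC reagent; cpd preinc 15 min RT; nitrocefin (800 uM stock) to start; A480 q20 s × 4 min; Activity was normalised to no-enzyme and no-compound control wells.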
AMA1-RON2 inh: disrupts binding of P. falciparum AMA1 to RON2; AlphaScreen AMA1-biotinylated RON2 peptide binding; Potency, µM (top dose mostly 58.2 µM), inactives show top-dose activity change, negative = inhibition, usual class: inhibitors; 0.2% of 360,000 active; AID 720542;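 further: potency means the concentration at half of the fitted maximal effect; 0% = vehicle wells and -100% = peptide control; nearly all actives have a fitted effect of over 45% in size; some results filed as inactive show a strong effect at the top dose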
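AMA1 (3D7) with his tag at 25 nM final met compounds first, then biotinylated RON2 peptide at 25 nM; detection used donor plus acceptor beads, 10 µg/mL apiece, read by AlphaScreen after 30 min at room temperature.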
HCMV inh: human cytomegalovirus inhibition. HFF cells, HCMV-luciferase reporter, 72 h; stronger effect = lower value. activity change, negative = inhibition, % at 57.5 µM. 4.5% of 410,000 active; in the data active means activity change below about -60%; inconclusive means no clear call, values can overlap the other calls; inactive means above about -39%
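Two-dose cell screen: HFF monolayers treated with compounds and infected with luciferase-expressing HCMV at 1 PFU/cell, 72 h at 37C, then lysed for luciferase measurement.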
AmpC detergent: blocks E. coli AmpC beta-lactamase in detergent assay; 0.041% of 370,000 active; Potency, µM (top dose mostly 114 µM), inactives show at the highest dose activity change, negative = inhibition, hits mostly inhibitors; P00811; AmpC hydrolysis of nitrocefin, absorbance 480 nm, 0.01% Triton; AID 485294;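 further: potency means the concentration at half of the fitted maximal effect; 0% = no-compound wells and -100% = no-enzyme wells; nearly all actives have a fitted effect of over 25% in size; some results filed as inactive show a strong effect at the top dose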
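20 mM phosphate pH 7.0 + 0.01% (detergent screen) or 0.0001% Triton X-100; 5.3 nM AmpC reagent; cpd preinc 15 min RT; nitrocefin (800 uM stock) to start; A480 q20 s × 4 min; Activity was normalised to no-enzyme and no-compound control wells.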
Giardia FBPA inh: inhibitors of Giardia lamblia fructose-1,6-bisphosphate aldolase | A8B2U2 | purified Giardia FBPA | Potency, µM (doses to about 59.6 µM), for inactives: at the highest dose activity, negative = inhibition, actives largely listed as inhibitors | 0.71% of 290,000 active | AID 2451; further: potency means the concentration at half of the fitted maximal effect; nearly all actives have a fitted effect of over 55% in size
Target sequence (A8B2U2 whole entry, looked up): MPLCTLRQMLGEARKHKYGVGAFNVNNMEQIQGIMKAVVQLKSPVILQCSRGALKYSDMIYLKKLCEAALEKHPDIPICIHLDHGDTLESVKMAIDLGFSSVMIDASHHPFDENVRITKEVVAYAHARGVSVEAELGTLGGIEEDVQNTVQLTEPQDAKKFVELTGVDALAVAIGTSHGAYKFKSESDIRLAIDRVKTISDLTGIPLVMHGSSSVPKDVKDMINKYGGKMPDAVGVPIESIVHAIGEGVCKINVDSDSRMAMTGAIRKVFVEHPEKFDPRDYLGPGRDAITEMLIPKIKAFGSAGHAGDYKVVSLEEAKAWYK
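40 nM FBPA preincubated 10 min at RT with compound (up to 57.5 uM final), then substrate plus GAPDH/TPI/NAD/arsenate coupling and diaphorase/resazurin added. Fluorescence read after 20 min at RT, 525/598 nm.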
* = called active by the depositor; ? = inconclusive; . = no result given; [ ] = dose if it differs, or a comment. Unless noted, the call rests on the fitted dose curve; in most records, active means well fitted curve in the direction sought with a large enough effect; inconclusive means small, poorly fitted or top-dose-only effect, or another doubt; inactive means no such curve, though single readings can be large; an effect the other way counts as inactive or inconclusive. Unless noted, on the % scale 0 is the no-effect control and ±100 the full control effect.

Values run as follows: Sm TGR block | AmpC no deterg | AMA1-RON2 inh | HCMV inh | AmpC detergent | Giardia FBPA inh
CCC(=O)N1c2ccccc2CC1C(=O)NCc1ccccc1Cl (stereo unspecified)
 : 6% | . | . | 0 | 11% | .
CN(C(=O)CSc1nc2ccc(NC(=O)COc3ccc(F)cc3)cc2s1)c1ccccc1
 : -2% | . | . | -70* | -2% | .
O=C(N/C(=C/c1cccnc1)C(=O)N1CCOCC1)c1ccccc1Br
 : -1% | -18% | -5% | -12 | -6% | 7%
COC(=O)c1cc(NC(=O)CC2CCCC2)cc(C(=O)OC)c1
 : -2% | -23% | 17% | -64* | 0% | -2%
Cc1ccc(S(=O)(=O)C(C)C(=O)NCCS(=O)(=O)c2ccc(Cl)cc2)cc1 (stereo unspecified)
 : 0% | 27% | 6% | 4 | -4% | 7%
COC(=O)/C(=C/c1ccco1)NC(=O)c1ccco1
 : 40µM* | 0% | 2% | -30 | -4% | -4%
C=CCOc1ccc(/C=C/C(=O)OCC(=O)NCCCc2ccccc2)cc1
 : 3% | -25% | 7% | 10 | ? | .
CCOC(=O)c1ccc2c(c1)N(CC(=O)Nc1ccc(C)cc1C)C(=O)c1ccccc1S2
 : 0% | . | . | 7 | 10% | .
COc1cc(SC)ccc1C(=O)Nc1nc2ccccc2[nH]1
 : -14% | -8% | 5% | -98* | ? | -18%
CCOc1ccc(NC(=S)N2CCCN(Cc3cc(C)ccc3C)C2)cc1
 : -2% | -6% | 37%[activator] | -32 | 5% | -6%
COc1ccc(-c2cc3ccccc3nc2N)cc1OC
 : 0% | -13% | 0% | 117 | -1% | 0%
Cc1cccc(/C=N/NC(=O)c2cccc(Cl)c2)n1
 : 0% | -13% | 89%[activator] | -20 | -1% | -19%
Cc1onc(-c2c(F)cccc2Cl)c1C(=O)NC1CCCCCC1
 : -1% | -33% | -1% | -4 | -7% | 1%
CCCCCc1ccc(-c2cn(CCc3c[nH]c4ccccc34)nn2)cc1
 : -29% | -21% | -11% | -61* | ? | -1%
COc1ccc(-c2nc3ccccc3n2OC(=O)N(C)C)cc1
 : 0% | -15% | ? | 3 | ? | -4%
Cc1ccc(-n2c(C)cc(/C=C(\C#N)C(=O)NCC3CCCO3)c2C)cc1 (stereo unspecified)
 : 6% | 116%[activator] | ? | -6 | -2% | -6%
COC(=O)C1=C(C)N(CCCC(=O)O)C(=O)NC1c1ccc(-c2ccccc2)cc1 (stereo unspecified)
 : -4% | -14% | -10% | -13 | ? | 25%
NS(=O)(=O)c1ccc(CCNC(=O)COC(=O)Cc2c(F)cccc2Cl)cc1
 : -7% | -10% | 9% | -22 | 2% | .
O=C(CCS(=O)(=O)c1ccccc1)Nc1ccc(N2CCOCC2)cc1
 : -13% | -6% | 9% | -16 | -8% | 1%
CC(=O)c1ccc(NCC(=O)N2CCN(S(=O)(=O)c3ccccc3)CC2)cc1
 : -2% | -6% | -4% | -12 | 6% | .
CCC(C)NC(=O)c1ccc2c(c1)N(Cc1ccccc1F)C(=O)c1ccccc1S2=O (stereo unspecified)
 : 5% | . | . | ? | 16% | .
COC(=O)c1sc(NC(=O)c2cccc([N+](=O)[O-])c2)c(C(N)=O)c1C
 : 2% | -21% | -1% | -18 | -14% | 3%
O=C(NCc1ccc2c(c1)OCO2)C1CCCN(S(=O)(=O)c2cccs2)C1 (stereo unspecified)
 : -4% | -18% | 17% | -32 | ? | 2%
CCc1cccc(NC(=O)C(Cc2ccccc2)n2cccc2)c1 (stereo unspecified)
 : -1% | . | . | -20 | -6% | .
Cc1ccc(C(NC(=O)/C=C\c2ccc3c(c2)OCO3)C(=O)Nc2ccc3c(c2)OCO3)cc1 (stereo unspecified)
 : -7% | -20% | -28% | ? | -5% | 1%
Cc1cccc(NC(=O)c2ccc3snnc3c2)c1
 : 12% | . | . | 27 | 14% | .
CC(C)NC(=O)COc1ccc(S(=O)(=O)N2CCCC2)cc1
 : 0% | 6% | -7% | 5 | -14% | 7%
CC(=O)c1cccc(NC(=O)Nc2ccc(C(=O)N3CCOCC3)cc2)c1
 : -8% | -23% | -2% | 5 | -6% | 5%
NCCN1CCN(S(=O)(=O)c2ccc([N+](=O)[O-])cc2)C=C1c1ccc(Cl)cc1
 : -34% | -6% | 114%[activator] | -4 | 1% | .
Cc1ccc(CNC(=O)Cc2ccc(-n3cccc3)cc2)cc1
 : -1% | -41% | 2% | 23 | -13% | 3%
COc1ccc(CCN2CC(C(=O)N3CCC(O)(c4ccccc4)CC3)CCC2=O)cc1 (stereo unspecified)
 : -8% | 104%[activator] | -2% | -14 | 2% | .
Cc1oc(-c2ccccc2Cl)nc1CN1CCCCC1CO (stereo unspecified)
 : 0% | 0% | -3% | -2 | 10% | 1%
CCn1c(=O)cc(OCC(=O)O)c2ccccc21
 : 0% | -6% | 4% | 3 | 2% | 5%
Cc1ccc(S(=O)(=O)CCC(=O)Oc2ccc(-c3nnco3)cc2)cc1
 : 20µM* | -12% | 0% | 15 | -13% | .
Cc1ccc(N2C(=O)c3n[nH]c(C)c3C2c2ccccn2)cc1 (stereo unspecified)
 : -14% | -13% | -6% | 22 | -12% | 1%
Cc1ccc(NC(=O)C(CC(C)C)NS(=O)(=O)c2ccc3c(c2)oc(=O)n3C)c(C)c1 (stereo unspecified)
 : 6% | . | . | -12 | 14% | .
CS(=O)(=O)N(Cc1ccco1)CC(O)Cn1c2ccccc2c2ccccc21 (stereo unspecified)
 : -6% | 59% | -11% | 4 | 2% | -1%
CS(=O)(=O)c1ccc(NC(=O)c2cccc(-n3cnnn3)c2)cc1
 : -6% | -31% | 2% | -11 | -5% | .
O=C(NCCN1CCOCC1)C(=O)NCC1OCCN1C(=O)c1ccc(Cl)cc1 (stereo unspecified)
 : 0% | -3% | 19% | 2 | -1% | 6%
COc1cccc(N2C(=O)CSC23C(=O)N(CC(=O)Nc2cccc(Cl)c2)c2ccccc23)c1 (stereo unspecified)
 : -19% | . | . | -7 | -1% | .

Some of the entries above in another layout:
compound	Sm TGR block	AmpC no deterg	AMA1-RON2 inh	HCMV inh	AmpC detergent	Giardia FBPA inh
COc1ccc(-c2nc3ccccc3n2OC(=O)N(C)C)cc1	0%	-15%	?	3	?	-4%
Cc1ccc(-n2c(C)cc(/C=C(\C#N)C(=O)NCC3CCCO3)c2C)cc1 (stereo unspecified)	6%	116%[activator]	?	-6	-2%	-6%

(continued)
Values run as follows: Sm TGR block | AmpC no deterg | AMA1-RON2 inh | HCMV inh | AmpC detergent | Giardia FBPA inh
O=C(NC(=S)NC1CCN(Cc2ccccc2)CC1)c1ccc(F)cc1
 : -26% | 2% | -7% | 7 | -8% | -18%
O=C(CC1SCCNC1=O)Nc1cccc([N+](=O)[O-])c1 (stereo unspecified)
 : 23% | -4% | -1% | -36 | 1% | -1%
O=C(COC(=O)c1ccc(O)cc1)Nc1ccc2c(c1)OCO2
 : . | -20% | 13% | -12 | . | .
Cc1c(NS(=O)(=O)c2ccc(N3CCCCC3)c([N+](=O)[O-])c2)c(=O)n(-c2ccccc2)n1C
 : 1% | 0% | 0% | 31 | ? | 6%
O=C(c1ccc(F)cc1)N1CCc2c([nH]c3ccccc23)C1c1ccc(Cl)cc1 (stereo unspecified)
 : 9% | . | . | -66* | 22% | .
Fc1ccc(C(Nc2ccc(Cl)c(C(F)(F)F)c2)c2nnc(-c3ccccc3)o2)cc1 (stereo unspecified)
 : -1% | . | . | 0 | 5% | .
CC(C)CC(=O)NC(=S)Nc1cccc(NC(=O)c2ccccc2Cl)c1
 : ? | -39% | 3% | -20 | -1% | 1%
CC1CN(C(=O)CCC(=O)N2CCCCC2)c2ccccc2O1 (stereo unspecified)
 : -20% | -2% | -1% | 17 | -14% | 7%
NC(=O)c1nsc(C(=O)N(c2ccc(F)cc2)C(C(=O)NC2CCCC2)c2ccncc2)c1N (stereo unspecified)
 : 16% | 22% | -13% | -28 | 3% | -3%
CCNc1nc(NCC)n2c(SCc3nc4ccccc4c(=O)[nH]3)nnc2n1
 : -1% | -10% | -1% | 21 | -16% | -21%
FC(F)(F)c1nnc2ccc(N3CCOCC3)nn12
 : 2% | -5% | 19% | 87 | ? | 1%
CC(C)c1cc(C(=O)NCc2ccc(F)cc2)no1
 : -2% | . | . | 50 | 17% | .
C=C(C)CN1C(=O)C(=O)N(CC(=C)C)C1=O
 : -4% | -4% | 0% | 16 | -2% | 2%
COc1cc(CNC(=O)C2CCCC2)cc(OC)c1OC
 : 3.2µM* | 0% | 12% | -11 | ? | -5%
Cc1occc1C(=O)NC1CCCN(Cc2ccc(Cl)cc2)C1 (stereo unspecified)
 : -35% | 5% | 2% | -35 | 0% | -4%
CCC(=O)Nc1cccc(C(=O)OCC(=O)c2ccccc2Cl)c1
 : 2% | 12% | -2% | 15 | -6% | -1%
Fc1ccc(-c2csc(N3CCOCC3)n2)cc1
 : -1% | -1% | -11% | 38 | 3% | 2%
COc1cnc(-c2ccccc2)nc1OC
 : 2% | 6% | -11% | 23 | -8% | 1%
COc1ccc(CN(C)C(=O)Cc2c[nH]c3ccccc23)cc1
 : -2% | -14% | -7% | 27 | 1% | 5%
O=C(NC1CCS(=O)(=O)C1)c1cnccn1 (stereo unspecified)
 : 62%[activator] | -18% | 3% | 18 | 1% | 3%

The closing 3 entries of the section before lead into the next.
Values run as follows: Sm TGR block | AmpC no deterg | AMA1-RON2 inh | HCMV inh | AmpC detergent | Giardia FBPA inh
COc1cnc(-c2ccccc2)nc1OC
 : 2% | 6% | -11% | 23 | -8% | 1%
COc1ccc(CN(C)C(=O)Cc2c[nH]c3ccccc23)cc1
 : -2% | -14% | -7% | 27 | 1% | 5%
O=C(NC1CCS(=O)(=O)C1)c1cnccn1 (stereo unspecified)
 : 62%[activator] | -18% | 3% | 18 | 1% | 3%
CCCOc1ccc(C(=O)ON=C2CCN(C)CC2)cc1
 : -3% | -21% | -10% | ? | 3% | 2%
CC(C)c1ccc(C(=O)CSc2ncn[nH]2)cc1
 : -10% | -16% | 4% | 90 | -7% | ?
CC(OC(=O)c1cccs1)C(=O)Nc1nc(-c2ccccc2)cs1 (stereo unspecified)
 : -7% | -26% | -2% | 13 | -3% | -4%
CC(=O)Oc1ccc(C(=O)Nc2cccc(-c3nnc(-c4ccco4)o3)c2)cc1
 : 3% | -8% | 9% | -39 | ? | 6%
Cc1ccc(S(=O)(=O)NC(=O)C2CCCCC2)cc1
 : -3% | -20% | 0% | -4 | 6% | .
COc1cccc(OCC(=O)NNC(=O)CCc2ccccc2)c1
 : 2% | -1% | 47%[activator] | -11 | 3% | 3%
Cc1cccc(-c2noc(CN(C(=O)c3ccc(C)c(C)c3)C(C)C)n2)c1
 : -5% | . | . | -95* | 16% | .
Cc1ccc2nsnc2c1S(=O)(=O)N1CCCC1C(=O)O (stereo unspecified)
 : 6% | -12% | 0% | -9 | -1% | -2%
